PI4K2A inh: qHTS for small molecular inhibitors of PI4K2A; Phosphatidylinositol 4-kinase type 2-alpha (Homo sapiens), Q9BTU6; purified PI4K2A, ADP-Glo luminescence, 1 h; hits give low values; activity change, negative = inhibition, % at 76.9 µM; 0.13% of 420,000 active; in the data active = activity change below about -50%; inconclusive = mostly about -30% to -49%;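 note: -100% = wells without enzyme as full effect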
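ADP-Glo luminescence measured ADP generated by PI4K2A enzyme (4 ug/mL before mixing) with 1.2 mM PI substrate (pre-mix) and 300 microM ATP (pre-mix). Tris pH7.5 buffer with MgCl2, Triton X-100; 1 h reaction at ambient temperature.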
BAZ2B block: qHTS Assay for Inhibitors of BAZ2B | AID 504333, 2011 | AlphaScreen BAZ2B-H3K14Ac peptide displacement | Potency, µM (top dose mostly 114 µM), inactives show top-dose activity change, negative = inhibition, usual class: inhibitors | 4.4% of 360,000 active | Bromodomain adjacent to zinc finger domain protein 2B (Homo sapiens), Q9UIF8; note: potency is the fitted concentration of half-maximal effect; % is set by controls: 0 for no effect and ±100 for the full control effect; nearly all actives have a fitted effect of over 60% in size
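Complex of BAZ2B and biotin-H3K14Ac (50 nM apiece) forms over 30 min at RT, then faces library compounds up to 110 uM for another 30 min; AlphaScreen beads added, 20 min dark incubation, luminescence read.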
GLS inhibitor: qHTS for Inhibitors of Glutaminase (GLS); Glutaminase kidney isoform, mitochondrial (Homo sapiens), O94925; GLS enzymatic activity, qHTS titration; Potency, µM (titrated, usually from 45.5 µM), without a hit: at the top dose activity change, negative = inhibition, actives largely listed as inhibitors; 0.21% of 410,000 active; note: potency is the fitted concentration of half-maximal effect; % is set by controls: 0 for no effect and ±100 for the full control effect
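Human kidney-isoform GLS in 45 mM KH2PO4 pH 8.2, 0.02% Tween-20, with compound, started with 1mM L-Glutamine (added stock). Glutamate oxidase/HRP/Amplex red coupled fluorescence read at start and after 30 min at RT.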
PGK inhibitor: qHTS Assay to Find Inhibitors of Phosphoglycerate Kinase; 0.043% of 380,000 active; PGK/GAPDH coupled, Kinase-Glo luminescence, 60 min; Potency, µM (doses to about 57.5 µM), for the others: at the highest dose activity change, negative = inhibition, hits mostly inhibitors; note: potency is the fitted concentration of half-maximal effect; % is set by controls: 0 for no effect and ±100 for the full control effect; nearly all actives have a fitted effect of over 60% in size
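Luminescent ATP detection (Kinase-Glo Plus) follows a 60-minute room-temperature incubation, with wells lacking PGK as controls. Buffer: 100 mM TEA (pH 7.6), 5 mM MgCl2, 0.01% Tween-20. Coupling enzyme GAPDH (100 nM final) supplies unstable 1,3-BPG in-well.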
JMJD2A Tudor: qHTS Assay for Inhibitors of JMJD2A-Tudor Domain. AlphaScreen JMJD2A-Tudor / H3K4me3 peptide binding. 4.4% of 390,000 active. Lysine-specific demethylase 4A (Homo sapiens), O75164. Potency, µM (doses to about 114 µM), inactives show at the highest dose activity change, negative = inhibition, most hits filed as inhibitors; note: potency is the fitted concentration of half-maximal effect; % is set by controls: 0 for no effect and ±100 for the full control effect; nearly all actives have a fitted effect of over 50% in size
HP1b chromo inh: HTS for Inhibitors of HP1-beta Chromodomain Interactions with Methylated Histone Tails | AlphaScreen HP1-beta / biotin-H3K9me3 peptide binding | Potency, µM (highest dose often 114 µM), for inactives: at the highest dose activity change, negative = inhibition, hits mostly inhibitors | 0.56% of 390,000 active | AID 540317, 2011; note: potency is the fitted concentration of half-maximal effect; nearly all actives have a fitted effect of over 70% in size; inactives centre near 23
Target sequence (P83916 whole entry, looked up): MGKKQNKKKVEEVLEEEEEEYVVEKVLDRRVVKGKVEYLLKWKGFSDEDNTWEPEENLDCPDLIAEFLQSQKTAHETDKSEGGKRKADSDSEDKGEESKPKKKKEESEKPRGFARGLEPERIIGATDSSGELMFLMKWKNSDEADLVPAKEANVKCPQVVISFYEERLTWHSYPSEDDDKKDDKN
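HP1-beta protein (50 nM final) preincubated 30 min at room temperature with biotinylated H3(1-18)K9me3 peptide (50 nM) in PBS pH 7.4, 0.01% Tween-20, then compound added for 30 min. AlphaScreen streptavidin donor/nickel chelate acceptor beads (10 ug/mL final), 30 min dark, luminescence read.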
Pin1 inh: qHTS Assay to Find Inhibitors of Pin1; Peptidyl-prolyl cis-trans isomerase NIMA-interacting 1 (Homo sapiens), Q13526; Pin1 FP peptide displacement, HiFluor488, 10 min; Potency, µM (series often up to 115 µM), inactives show at the highest dose activity, negative = inhibition, hits mostly inhibitors; 0.009% of 390,000 active; AID 504891, 2011; active = well fitted inhibition curve with a large enough effect in the polarisation, with a control signal flat, not every such curve was filed as active; inconclusive = small, poorly fitted or top-dose-only effect, or effect the other way, or a change in a side signal; inactive = no such curve, though single readings can be large or run the other way; the % refers to the polarisation; note: potency is the fitted concentration of half-maximal effect; % is set by controls: 0 for no effect and ±100 for the full control effect
Target sequence (Q13526 whole entry, looked up): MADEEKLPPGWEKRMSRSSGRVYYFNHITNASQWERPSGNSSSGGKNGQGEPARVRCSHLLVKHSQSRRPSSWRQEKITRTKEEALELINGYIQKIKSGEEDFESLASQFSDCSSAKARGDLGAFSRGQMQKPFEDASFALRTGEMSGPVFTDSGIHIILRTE
ERG Ets-DNA blk: qHTS for Small Molecule Inhibitors of the ERG Ets/DNA interaction; Potency, µM (top dose mostly 76.9 µM), for inactives: at the top dose FP activity, negative = inhibition, most hits filed as inhibitors; fluorescence polarization, His-ERG Ets domain / labelled DNA; 0.028% of 370,000 active; active = well fitted inhibition curve with a large enough effect in the polarisation, with a control signal flat; inconclusive = small, poorly fitted or top-dose-only effect, or effect the other way, or a change in a side signal; inactive = no such curve, though single readings can be large or run the other way; the % refers to the polarisation;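 note: polarization taken with two DNA probes labelled with fluorescein and Texas red; potency is the fitted concentration of half-maximal effect; % of control where 0% means no effect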
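His-tagged ERG Ets domain (1 uM in the protein solution; 300mM KCl, 50mM Tris-HCl, 1mM EDTA, 1mM DTT, pH 7.5) received compound, then a probe mix of 5 nM fluorescein-DNA and 100nM Texas-615-DNA. Fluorescence polarization was read for both dyes.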
G9a block: qHTS Assay for Inhibitors of Histone Lysine Methyltransferase G9a | Histone-lysine N-methyltransferase EHMT2 (Homo sapiens), Q96KQ7 | G9a H3K9 monomethylation, AlphaScreen, 2 h | Potency, µM (highest dose often 102 µM), without a hit: at the highest dose activity, negative = inhibition, hits mostly inhibitors | 8.8% of 350,000 active | AID 504332, 2011; note: potency is the fitted concentration of half-maximal effect; % is set by controls: 0 for no effect and ±100 for the full control effect; nearly all actives have a fitted effect of over 75% in size
Target sequence (Q96KQ7 913-1193 limits assumed): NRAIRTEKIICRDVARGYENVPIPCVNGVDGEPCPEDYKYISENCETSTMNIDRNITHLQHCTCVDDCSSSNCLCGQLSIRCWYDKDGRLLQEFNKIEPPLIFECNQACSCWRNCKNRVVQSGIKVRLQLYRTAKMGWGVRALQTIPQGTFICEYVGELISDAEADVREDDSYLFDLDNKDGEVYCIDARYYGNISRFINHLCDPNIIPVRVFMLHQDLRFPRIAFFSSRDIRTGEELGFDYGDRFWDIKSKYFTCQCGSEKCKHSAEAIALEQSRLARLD
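AlphaScreen read-out: biotin-H3K9 peptide (500 nM) methylation by 20 nM enzyme with 20 uM SAM, 2 h at room temperature after 15 min compound preincubation; anti-monomethyl H3K9 antibody plus donor/acceptor beads, 10 min dark.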
* marks the source's active call; other numbers are inactive results; i = inactive; ? = inconclusive; nt = no result given; & = joins results of further samples; [ ] = remark or other dose. Unless noted, calls come from the whole dose curve; as a rule, active = well fitted curve in the direction sought with a large enough effect; inconclusive = small, poorly fitted or top-dose-only effect, or another doubt; inactive = no such curve, though single readings can be large; an effect the other way counts as inactive or inconclusive.

PI4K2A inh,BAZ2B block,GLS inhibitor,PGK inhibitor,JMJD2A Tudor,HP1b chromo inh,Pin1 inh,ERG Ets-DNA blk,G9a block,Molecule
-2.8,-4.3%,2.7%,-10.5%,-21.1%,11.9%[57 µM],-1.9%,-6.9%,8.7%[59 µM],Cc1cccc(CNC(=O)CCCN2C(=O)CCn3nc(-c4cn(C)c5ccccc45)cc32)c1
2.2,-22.5%,0.9%,-14.1%,13.4%,31.8%,25.4%,-0.6%,0.2%[59 µM],COc1ccccc1NC(=O)c1ccccc1NC(=O)c1cc(Cl)ccc1NC(=O)c1ccco1
4.0,-0.8%,7.7%,-1.3%,-2.3%,28.8%,5.8%,-0.2%,nt,COc1cc(NC(=O)CC(C)S(=O)(=O)c2ccc3c(c2)NC(=O)CO3)cc(OC)c1OC (centres undefined)
0.9,-2.7%,4.0%,1.7%,-10.7%,22.8%,2.5%,-0.7%,10.5%[59 µM],COc1cc2c(cc1OC)n(CC(=O)c1cccc(Cl)c1)c(=O)n1nc(CCn3nc(C)cc3C)nc21
3.9,0.0%,-4.4%,-0.2%,0.0%,35.2%,4.2%,-4.6%,nt,O=C(N/N=C\c1cccc(F)c1)c1ccc(-c2ccccc2)cc1
-4.0,?,13.5%,-1.9%,79.4µM*,?,?,10.9%,35.5µM*,CN(C)c1ccc(C(=O)Nc2nc3c(s2)CCCC3)cc1
2.6,-4.0%,10.2%,7.7%,-7.8%,16.3%,1.2%,-9.2%,nt,O=C(CCn1c(=S)oc2ccccc21)NC1CCCCCCC1
-0.6,1.0%,6.3%,-8.7%,-18.3%,19.0%,3.2%,-1.0%,-8.8%[59 µM],COc1ccc(C(=O)Nc2ccc3oc(-c4ccc(F)cc4Cl)nc3c2)cc1
-0.2,-2.4%,9.4%,-0.2%,-7.9%,22.6%,-1.0%,0.9%,6.5%[59 µM],O=C(/C=C/c1ccc(OCCCF)cc1)NCc1cccc(Cl)c1
0.5,-17.5%,-5.5%,i,1.0%,38.3%,4.4%,-13.3%,23.3%,CN(C)S(=O)(=O)c1ccc(NC(=O)Cn2ccsc2=N)cc1
0.2,-7.9%,1.9%,3.7%,-11.0%[11.4 µM],61.0%[activator],7.3%,-0.9%,-22.7%[12.7 µM],COc1ccccc1N(CC(=O)Nc1ccc2c(c1)OCCO2)S(C)(=O)=O
1.9,nt,0.7%,-3.0%,-9.6%,22.4%,6.1%,-8.8%,nt,O=[N+]([O-])c1ccc(N2CCOCC2)cc1
-23.1,88.9%[activator],6.4%,nt,62.6%[activator],67.9%,?,nt,95.0%[activator],COc1ccc(-c2nc(-c3ccccc3)no2)c(OC)c1
-4.2,nt,2.1%,i,-9.2%,40.2%[activator],2.3%,-3.0%,nt,C=CC[C@@H](CC(=O)N[C@@H](CO)Cc1ccccc1)C(=O)NCCOC(=O)[C@@H](CC=C)CC(=O)OC(C)(C)C
1.2,0.2%,2.0%,-6.7%,-18.4%,21.6%,0.2%,5.1%,27.7%,CN(c1ccccc1)S(=O)(=O)c1ccc2[nH]c(=O)[nH]c2c1
-0.4,?,4.3%,0.6%,-21.9%,18.7%,-5.2%,9.4%,nt,NC(=O)CSc1nnc(NC(=O)C2CC(=O)N(c3ccc(F)cc3)C2)s1 (centres undefined)
9.1,-30.9%,-8.6%,5.3%,-12.8%,24.7%,7.5%,-0.7%,50.1µM*,CS(=O)(=O)Nc1nnc(SCC(=O)N(c2ccccc2)c2ccccc2)s1
-1.3,-23.6%,12.5%,-10.4%,-14.7%,19.6%,-7.5%,0.6%,-5.9%[59 µM],COc1ccc(CNC(=O)c2ccc3c(O)c(S(=O)(=O)c4ccccc4)c(=O)[nH]c3c2)cc1
0.1,-9.8%,-1.9%,i,-8.0%,103.8%[activator],-7.7%,-1.6%,13.4%[59 µM],Cc1ccc(C)c(CNC(=O)CCn2cccn2)c1
8.9,-6.6%,-1.0%,-7.5%,-10.0%,23.0%,4.0%,-11.7%,-36.8%,CCC(c1nnnn1C(C)(C)CC)N(CCCO)Cc1cc2cc(C)cc(C)c2[nH]c1=O (centres undefined)
0.3,?,1.0%,-0.3%,?,-11.3%,-1.6%,-9.0%,-38.9%,COc1ccccc1CN(C)C(=O)c1cccc(S(=O)(=O)N2CCN(Cc3ccccc3)CC2)c1
-2.3,-18.7%,-1.9%,-4.4%,-23.6%,27.6%,1.8%,-0.3%,?,CN(C)C(CN=C1NS(=O)(=O)c2ccccc21)c1ccco1 (centres undefined)
1.6,-0.7%,-12.0%,1.7%,2.8%,44.3%[activator],2.2%,-4.5%,13.1%,CC(C)(C)S(=O)(=O)Cc1nc(-c2ccc(Cl)c(Cl)c2)cs1
-1.8,1.4%,1.3%,4.8%,-12.8%,10.4%,0.9%,-6.2%,8.2%[59 µM],Cc1cc(Br)ccc1NC(=O)CNC(=O)c1ccc(-n2cncn2)c([N+](=O)[O-])c1
-6.0,-35.3%,-6.0%,i,-20.2%,17.0%,7.8%,-2.2%,-2.1%[59 µM],CCOc1ccc(-c2nc3c(c(SCC(=O)N4CCCCC4)n2)Cc2cccc(OC)c2O3)cc1
2.5,9.9%,nt,-2.4%,4.2%,61.0%[activator],-0.1%,11.8%,9.5%,COc1cccc(NC(=O)CCCn2c(=S)[nH]c3ccccc3c2=O)c1
0.7,?,-7.1%,3.1%,-14.9%,37.1%[activator],-1.5%,-3.3%,-8.0%,O=C1c2cccnc2C(=O)N1Cc1cccs1
-1.4,nt,1.8%,-0.4%,0.0%,34.4%,-1.2%,0.9%,nt,COc1cc(CC(=O)OCC(=O)c2ccc(F)cc2)cc(OC)c1OC
-7.6,?,24.9%,-8.6%,-22.1%,3.4%,2.5%,1.2%,-21.6%[2.33 µM],C=CCc1ccc(OCC(O)CN2CCN(c3ccccc3OC)CC2)c(OC)c1 (centres undefined)
0.4,nt,-0.3%,1.7%,-21.6%,28.3%,-2.2%,-9.0%,nt,CC(CCN1CCC(CN2C(=O)C(=O)NC[C@@H]2Cc2ccccc2)CC1)c1ccccc1 (some centres undefined)
2.3,79.4µM*,-1.1%,11.0%,-7.5%[11.4 µM],-7.0%,6.5%,-6.0%,?,CC1(C)Cc2c(sc3c2c(=N)n(Cc2ccco2)c(=O)n3Cc2ccccc2)CO1
0.9,5.9%,1.7%,-7.6%,-6.7%,24.4%,-1.0%,2.2%,-41.6%[59 µM],C=CCn1c(SCC(=O)C(C)(C)C)nnc1-c1cccs1
0.8&7.3,8.9%,-1.7%&4.0%,-4.3%,-10.3%&-11.0%,15.8%&27.9%,3.1%&-6.7%,2.1%&-2.4%,32.3%,CCCN(CCC)CCCNC(=O)c1cc2c(=O)[nH]c3ccccc3c2n1C
-4.0,-4.4%,-0.3%,6.6%,-8.1%,37.6%,0.5%,nt,-5.7%[59 µM],CSc1cccc(NS(=O)(=O)c2cccs2)c1
0.5,-22.8%,2.3%,-3.8%,-13.5%,11.4%,10.5%,7.1%,31.2%[12.7 µM],COc1ccc2c(C)cc(SCC(=O)Nc3cccnc3Cl)nc2c1
-3.1,0.4%,0.7%,-5.4%,0.3%,24.7%,16.9%,-12.5%,50.1µM*,Cc1ccc(-c2nc3ccccc3o2)cc1NC(=S)NC(=O)c1cc2ccccc2o1
2.6,-21.4%,-0.2%,-2.8%,6.2%,30.0%,-2.5%,-4.7%,9.6%[59 µM],COc1ccc(CC(=O)NCC(=O)N=Nc2c(O)[nH]c3ccccc23)cc1
0.0,-27.5%,-7.6%,-8.4%,8.3%,22.2%,6.9%,-2.2%,-4.6%,O=C(/C=C/c1cccc(F)c1)NCc1ccc2c(c1)OCO2
-2.1,-4.8%,3.1%,-1.8%,-10.1%,41.6%[activator],?,3.1%,?,CCN(c1cccc(C)c1)S(=O)(=O)c1ccc2c3c(cccc13)C(=O)N2

Screening data as filed in PubChem BioAssay.
